Source: PubChem (National Center for Advancing Translational Sciences (NCATS))
Luc counter – Kinase-Glo luciferase inhibition (counter-screen); Q27757; Kinase-Glo luciferase, ATP luminescence, 8 min; Potency, µM (series often up to 38.3 µM), for the others: top-dose activity change, negative = inhibition, most hits filed as inhibitors; 200,000 compounds, 0.28% hits; AID 1379; further: potency means the concentration at half of the fitted maximal effect; on the % scale 0 is the no-effect control and ±100 the full control effect; nearly all actives have a fitted effect of over 60% in size
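Compound is pinned into ATP-containing buffer (10 uM ATP, imidazole pH 7.2, 7 mM MgCl2). Kinase-Glo luciferase reagent is then added. Light output is recorded following an 8-min room-temperature incubation.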
HTT aggregate – mutant huntingtin aggregation inhibition | PC12 HttQ103-GFP aggregates, Acumen cytometry, 40 h | Potency, µM (titrated, usually from 46.1 µM), inactives show at the highest dose activity change, negative = inhibition, actives largely listed as inhibitors | 220,000 compounds, 1.1% hits; further: potency means the concentration at half of the fitted maximal effect; on the % scale 0 is the no-effect control and ±100 the full control effect; nearly all actives have a fitted effect of over 60% in size
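Aggregate formation scored by laser-scanning cytometer (488 excitation, 500–530 emission) in lysed PC12 cells expressing Q103-GFP after 100 nM tebufenozide induction; library tested in dose series, with ATPLite reagent added in the multiplex.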
IMPase Li cell – IMPase inhibition in cells with lithium potentiation; CHO-M1 cells, IP1 TR-FRET (IP-One), carbachol + lithium; Potency, µM (doses to about 59.4 µM), for inactives: at the top dose activity, negative = IMPase inhibition, actives largely listed as inhibitors; 210,000 compounds, 0.35% hits;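 further: IP1 builds up when IMPase is blocked and the TR-FRET signal falls; potency means the concentration at half of the fitted maximal effect; plate controls were basal vehicle for no effect and high inhibitor control for full effect; nearly all actives have a fitted effect of over 50% in size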
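CHO-M1, 2000 cells/well, 16–30 h culture; cpd + low Li+, 30 min 37C; lysis with d2-IP1/Eu-anti-IP1 Ab, 10 min RT; TR-FRET 665/620 ratio and 620 channel; AC50 via Hill.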
L3MBTL1 block – blocks human L3MBTL1; Q9Y468; 230,000 compounds, 0.66% hits; AID 485360; Potency, µM (titrated, usually from 57.1 µM), without a hit: at the top dose activity, negative = inhibition, actives largely listed as inhibitors; AlphaScreen L3MBTL1–H3K9me1 peptide binding; further: potency means the concentration at half of the fitted maximal effect; on the % scale 0 is the no-effect control and ±100 the full control effect; nearly all actives have a fitted effect of over 60% in size
Target sequence (Q9Y468 whole entry, looked up): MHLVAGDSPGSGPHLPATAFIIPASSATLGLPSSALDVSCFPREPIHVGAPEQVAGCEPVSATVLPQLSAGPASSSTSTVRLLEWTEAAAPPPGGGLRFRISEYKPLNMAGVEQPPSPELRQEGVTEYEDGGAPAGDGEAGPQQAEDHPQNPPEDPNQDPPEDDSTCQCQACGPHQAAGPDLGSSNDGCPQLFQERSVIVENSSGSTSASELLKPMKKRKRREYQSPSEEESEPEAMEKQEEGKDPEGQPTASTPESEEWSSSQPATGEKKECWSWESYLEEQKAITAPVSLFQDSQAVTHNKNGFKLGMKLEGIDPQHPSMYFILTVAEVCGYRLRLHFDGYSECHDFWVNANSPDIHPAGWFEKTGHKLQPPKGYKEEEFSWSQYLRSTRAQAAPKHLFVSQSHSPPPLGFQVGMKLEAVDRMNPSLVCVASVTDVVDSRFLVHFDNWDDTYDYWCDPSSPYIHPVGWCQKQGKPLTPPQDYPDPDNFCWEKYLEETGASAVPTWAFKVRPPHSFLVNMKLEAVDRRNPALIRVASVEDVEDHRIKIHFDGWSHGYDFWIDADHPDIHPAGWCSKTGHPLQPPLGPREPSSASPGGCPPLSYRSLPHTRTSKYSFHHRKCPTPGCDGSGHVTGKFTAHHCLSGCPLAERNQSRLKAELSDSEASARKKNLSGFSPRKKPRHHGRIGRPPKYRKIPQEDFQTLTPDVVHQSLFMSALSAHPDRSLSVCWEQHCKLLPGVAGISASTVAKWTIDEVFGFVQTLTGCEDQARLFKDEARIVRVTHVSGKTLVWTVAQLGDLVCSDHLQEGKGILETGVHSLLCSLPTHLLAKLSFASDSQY
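AlphaScreen proximity signal between nickel-chelate acceptor and streptavidin donor beads (final 10 ug/mL) reports binding of 50 nM L3MBTL1 to 75 nM biotin-H3 K9me1 peptide; complex incubated with compounds 30 min at room temperature; cefsulodin titration as control.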
CBFb RUNX1 block – CBF-beta/RUNX1 interaction disruption; AlphaScreen CBFb-His/RUNX1-biotin binding, biochemical; Potency, µM (titrated, usually from 59.8 µM), inactives show top-dose activity, negative = inhibition, actives largely listed as inhibitors; 230,000 tested, under 10 active; further: % of control where 0% means no effect
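Inhibition was taken as any reduction in AlphaScreen signal from the CBF-beta–RUNX1 pair (His and biotin tags, 30 nM each), measured after compound (15 min) and bead (90 min) incubations at room temperature.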
Epigenetic derep – derepresses silenced GFP reporter in murine cells; murine LDR cells, GFP reporter derepression, 30 h; Potency, µM (series often up to 53.9 µM), for inactives: top-dose GFP activation, usual class: activators; 280,000 compounds, 0.2% hits; AID 1865; further: potency means the concentration at half of the fitted maximal effect; % of control where 0% means no effect; nearly all actives have a fitted effect of over 60% in size
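Reporter derepression read as number of fluorescent GFP-positive objects, 20-120 um in size, counted by laser-scanning cytometer. Mouse LDR line with an epigenetically silenced CMV-GFP locus; compound incubation 30 h, 37 C.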
NPSR antagonist – antagonists of human neuropeptide S receptor cAMP signaling | CHO-NPSR cells, cAMP TR-FRET, antagonist mode | 220,000 compounds, 1% hits | Q6W5P4 | Potency, µM (series often up to 38.3 µM), inactives show top-dose activity change, negative = inhibition, actives largely listed as inhibitors | AID 1461; further: potency means the concentration at half of the fitted maximal effect; on the % scale 0 is the no-effect control and ±100 the full control effect; nearly all actives have a fitted effect of over 50% in size; many of its hits are not listed in these tables
* hit, by the source's call; ? = inconclusive; . = not tested or not shown; [ ] = another dose, or the depositor's remark. The call rests on the fitted dose curve; in most records, active means well fitted curve in the direction sought with a large enough effect; inconclusive means small, poorly fitted or top-dose-only effect, or another doubt; inactive means no such curve, though single readings can be large; an effect the other way counts as inactive or inconclusive. A portion of the library (hit frequency here may not be typical).

SMILES	Luc counter	HTT aggregate	IMPase Li cell	L3MBTL1 block	CBFb RUNX1 block	Epigenetic derep	NPSR antagonist
OC1COC(OCc2ccccc2)C(O)C1O (stereo unspecified)	.	-6.0%[9.22 µM]	.	6.6%	4.9%	-0.4%	0.2%[7.67 µM]
CCN1CCN(C(=O)c2cc(-c3cccnc3)nc3ccc(Br)cc23)CC1	1.9%	4.8%	12.6µM*	.	1.6%	4.4%	12.9%[46.1 µM]
O=C1CSC(c2ccc(F)cc2)N1c1nnc(C23CC4CC(CC(C4)C2)C3)s1 (stereo unspecified)	1.6%	-17.1%	38.8%[activator][38.3 µM]	.	4.1%	-0.1%	-13.6%[46.1 µM]
Cc1ccc(-n2c(C)cc(/C=C3/C(=N)N4C(c5ccccc5)=CSC4=NC3=O)c2C)cc1	-2.4%	?	5.4%	2.8%	4.2%	-1.0%	0.7%
CC1Cc2ccccc2N1CC(=O)c1c(N)n(Cc2ccccc2)c(=O)n(C)c1=O (stereo unspecified)	.	-5.7%	.	-28.2%	-19.3%	0.0%	-9.3%[46.1 µM]
CCC1CCCCN1CCNS(=O)(=O)c1ccc2c(c1)CCN2C(C)=O (stereo unspecified)	-2.9%	15.2%	-13.7%[38.3 µM]	4.0%	0.9%	0.0%	-11.1%[46.1 µM]
Cc1ccc(Cl)cc1NC(=O)COC(=O)c1ccc(N2CCCC2)c([N+](=O)[O-])c1	0.0%	-15.7%	8.0%	-2.6%	-2.6%	1.0%	-11.0%
Cc1ccc(C)c(OCC(=O)Nc2nc3ccc([N+](=O)[O-])cc3s2)c1	-0.8%	-8.4%	2.5%	-0.1%	-4.7%	4.0%	16.2%
CCC(=O)N1CCc2cc(S(=O)(=O)NCCCN(CC)Cc3ccccc3)ccc21	18.7%	6.4%	33.2%[38.3 µM]	.	5.3%	10.8%	-2.1%[46.1 µM]
N=c1ccn2c(n1)O[C@H]1[C@@H](O)[C@@H](CO)O[C@H]12	1.5%	.	12.5%	.	-4.3%	-0.2%	-5.9%[46.1 µM]

SMILES	Luc counter	HTT aggregate	IMPase Li cell	L3MBTL1 block	CBFb RUNX1 block	Epigenetic derep	NPSR antagonist
COc1coc(/C=C/C(=O)O)cc1=O	-2.4%	3.3%	-3.2%	-15.9%	21.9%	-3.6%	9.3%
C=CCNC(=O)c1ccc(C2SCC(=O)N2Cc2ccccc2)cc1 (stereo unspecified)	-4.0%	13.3%[9.22 µM]	19.3%	2.3%	-7.6%	-3.5%	27.3%
C=C(C)C1CC=C(C)/C(=N/NC(=O)COc2ccccc2C)C1 (stereo unspecified)	-4.3%	-17.8%	7.6%	-0.8%	-0.4%	-0.9%	-35.7%
CCOC(=O)c1[nH]c2ccccc2c1NC(=O)CCN1CC(C)OC(C)C1 (stereo unspecified)	0.3%	12.6%	-2.7%[38.3 µM]	8.0%	3.3%	-1.0%	-3.5%[46.1 µM]
O=C1CSC(c2ccccn2)N1c1ccc(Br)cc1 (stereo unspecified)	1.9%	-18.9%	3.5%	.	3.9%	-0.7%	14.5%
CNc1nc(-c2ccc(OC)cc2)c(-c2ccc(OC)cc2)s1	4.4%	-2.9%	18.6%	-24.7%	4.5%	-4.0%	-39.8%
CC(C)c1ccc(NC(=O)COc2ccccn2)cc1	7.0%	-17.7%	-5.1%	3.1%	-8.4%	-0.3%	-2.4%
Cc1ccc(NC(=O)Cc2n[nH]c(=S)n2C)cc1	10.9%	4.6%	5.3%	.	1.0%	-1.1%	3.4%
COc1cccc(-n2c(-c3ccc4[nH]c(C)c(C)c4c3)n[nH]c2=S)c1	0.9%	?	9.4%	-14.7%	-8.5%	-4.5%	-41.5%
COC(=O)c1cccc(NC(N)=S)c1	1.4%	10.6%[9.22 µM]	-2.4%	-1.1%	2.4%	-4.5%	6.1%

SMILES	Luc counter	HTT aggregate	IMPase Li cell	L3MBTL1 block	CBFb RUNX1 block	Epigenetic derep	NPSR antagonist
Cc1ccc(NC(=O)C2COc3ccccc3O2)nc1 (stereo unspecified)	-5.9%	-2.1%	13.2%[38.3 µM]	.	-3.4%	2.8%	-6.7%[46.1 µM]
CCSc1ccccc1C(=O)Nc1ccc2c(c1)OCO2	-2.3%	.	8.4%	-5.5%	-2.2%	-2.7%	-10.3%
CCOC(=O)c1ccc(-n2c(O)c(/C=N/NC(=O)C3COc4ccccc4O3)c3ccccc3c2=O)cc1 (stereo unspecified)	3.0%	17.8µM*	5.4%	-4.5%	?	1.1%	-8.0%
Cc1cc(C(=O)CSc2nnc(-c3ccc(F)cc3)o2)c(C)n1CC1CCCO1 (stereo unspecified)	-1.9%	?	13.1%[38.3 µM]	-8.9%	0.6%	1.7%	-9.0%[46.1 µM]
O=C(/C(=C\c1ccccc1)c1nc2ccccc2[nH]1)c1ccc(Cl)cc1	1.0%	?	12.4%	1.5%	-11.0%	4.6%	10µM*
Cc1nc([N+](=O)[O-])c(Sc2nc3ccccc3[nH]2)n1Cc1ccccc1	4.9%	?	0.1%	4.6%	-0.8%	0.0%	-21.6%[46.1 µM]
NNC(=O)c1sc(-c2ccccc2)cc1N	-2.4%	-20.8%	-1.7%	3.8%	6.7%	-0.3%	1.1%
CC1(C)Cc2c(sc3c2c2ncnn2c2nnc(SCC(=O)NCc4ccco4)n32)CO1	-3.7%	-12.3%	7.8%[38.3 µM]	-2.2%	5.5%	-0.2%	?
Cc1ccc(C(=O)N/C(=C/c2ccc(-c3cccc([N+](=O)[O-])c3)o2)C(=O)NC(C)(C)C)cc1	-1.2%	3.9%	2.1%	0.5%	-7.3%	-1.1%	-1.6%
O=C(O)CCCN=C1NC2(CCCC2)Cc2ccccc21	0.0%	3.6%	-4.3%	3.9%	9.0%	-3.3%	-10.7%[46.1 µM]

SMILES	Luc counter	HTT aggregate	IMPase Li cell	L3MBTL1 block	CBFb RUNX1 block	Epigenetic derep	NPSR antagonist
O[C@H](CCCN1CCN(c2ncc(F)cn2)CC1)c1ccc(F)cc1	2.8%	.	18.8%	.	?	-0.3%	.
CC(=O)N1CCN(CC(=O)Nc2c(Cl)cc(Cl)cc2Cl)CC1	3.2%	-32.1%	2.5%[38.3 µM]	.	9.7%	0.0%	1.2%[46.1 µM]
COc1ccc(N2CCN(C(=O)CNC(=O)c3ccc(C(C)(C)C)cc3)CC2)cc1	-2.7%	5.5%	30.6%[38.3 µM]	.	0.5%	0.0%	-21.7%[46.1 µM]
CSCC[C@H](NC(=O)Nc1ccc(OC(F)(F)F)cc1)C(=O)O	.	-6.9%[9.22 µM]	.	-2.2%	11.9%	-1.6%	2.2%
COC(=O)c1ccccc1NC(=O)CSc1nnc(-c2ccoc2C)n1C	.	20.7%	.	-5.3%	-2.5%	-1.9%	-23.9%[46.1 µM]
Cc1cccn2cc(CCNC(=O)Cc3cccs3)nc12	.	-6.3%[9.22 µM]	.	-0.8%	4.3%	-0.9%	8.9%
CC1CCCC(C)N1NC(=O)c1cccc(S(=O)(=O)N2CCc3ccccc32)c1 (stereo unspecified)	-0.9%	-0.1%	11.1%	-0.6%	5.7%	1.0%	-44.2%
Cc1cc(C)c2cc(C#N)c(SCC(=O)NCC3CCCO3)nc2c1 (stereo unspecified)	-1.4%	5.3%	17.1%[38.3 µM]	.	7.4%	-1.0%	?
CN1CCCN(C2C3CC4CC(C3)CC2C4)CC1 (stereo unspecified)	-0.9%	27.9%	16.2%[38.3 µM]	2.6%	-4.5%	-1.0%	-1.9%[46.1 µM]
CC(C)(C)SCCNC(=O)c1ccccc1	-1.4%	-4.5%	34.1%[38.3 µM]	.	-0.8%	0.8%	-0.1%[46.1 µM]

SMILES	Luc counter	HTT aggregate	IMPase Li cell	L3MBTL1 block	CBFb RUNX1 block	Epigenetic derep	NPSR antagonist
O=C1CCC(=O)N1OCCCOc1ccccc1	-1.2%	-0.5%[9.22 µM]	-8.9%[38.3 µM]	.	0.5%	-3.3%	4.9%[46.1 µM]
COc1ccc(NC(=S)N2c3ccccc3CC2C)cc1OC (stereo unspecified)	-0.9%	10.7%	10.9%	?	11.7%	8.7%	-14.0%
COc1cccc(=O)c2c(C)n(CC(=O)c3ccccc3)c(C)c12	-0.9%	-1.4%[9.22 µM]	12.3%	?	-29.3%	-1.7%	-18.9%
COc1ccc(CCNC(=O)C(=O)NCc2ccccc2)cc1OC	-3.5%	32.8%	1.4%[38.3 µM]	-5.3%	-0.8%	0.0%	-3.4%[46.1 µM]
COc1ccc(NC(=O)COC(=O)c2ccco2)c([N+](=O)[O-])c1	-2.6%	18.1%	8.8%	8.8%	-4.8%	-5.0%	-0.7%
CCOC(=O)c1cnc2c(-c3ccccc3)c(C)nn2c1N	3.2%	-14.0%[9.22 µM]	?	.	2.4%	-1.4%	-14.3%[46.1 µM]
CCCCOC(=O)c1ccc(NC(=O)C2CCCO2)cc1 (stereo unspecified)	-0.2%	-10.9%	11.9%[38.3 µM]	-1.5%	11.4%	-1.1%	-10.5%[46.1 µM]
O=C(c1cc(COc2ccc(F)cc2Cl)on1)N(Cc1ccncc1)CC1CCCO1 (stereo unspecified)	.	5.2%[9.22 µM]	6.5%	3.9%	10.5%	-1.2%	-5.0%
O=Cc1ccc(OC(=O)c2cc(Cl)nc3ccccc23)cc1	-1.7%	-21.5%	-3.4%	2.5%	14.3%	-3.0%	-0.7%
COc1cc(C)c(NC(=S)Nc2cccc(Cl)c2C)cc1OC	0.9%	?	-0.2%	-2.5%	2.5%	0.0%	-12.7%[46.1 µM]
CCOc1ccc(OCc2cccc(C(=O)N(CC)CC)c2)cc1	2.3%	-9.8%	6.9%	-3.4%	-0.4%	4.1%	1.4%

Full records, looked up by structure.
CCOC(=O)c1cnc2c(-c3ccccc3)c(C)nn2c1N is listed with Luc counter = 3.2%; HTT aggregate = -14.0%[9.22 µM]; IMPase Li cell = ?; L3MBTL1 block = .; CBFb RUNX1 block = 2.4%; Epigenetic derep = -1.4%; NPSR antagonist = -14.3%[46.1 µM]
COc1cccc(=O)c2c(C)n(CC(=O)c3ccccc3)c(C)c12 is listed with Luc counter = -0.9%; HTT aggregate = -1.4%[9.22 µM]; IMPase Li cell = 12.3%; L3MBTL1 block = ?; CBFb RUNX1 block = -29.3%; Epigenetic derep = -1.7%; NPSR antagonist = -18.9%
